# JMJD2A Tudor: inhibitors of human JMJD2A Tudor domain | AlphaScreen JMJD2A-Tudor / H3K4me3 peptide binding | O75164 | hit rate 4.4% among 390,000 | Potency, µM (highest dose often 114 µM), without a hit: at the highest dose activity change, negative = inhibition, usual class: inhibitors | AID 504339; note: potency is the fitted concentration of half-maximal effect; % is set by controls: 0 for no effect and ±100 for the full control effect; nearly all actives have a fitted effect of over 50% in size
# BAZ2B block: BAZ2B (human) inhibition. hit rate 4.4% among 360,000. Potency, µM (titrated, usually from 114 µM), for inactives: top-dose activity change, negative = inhibition, usual class: inhibitors. AlphaScreen BAZ2B-H3K14Ac peptide displacement. AID 504333; note: potency is the fitted concentration of half-maximal effect; % is set by controls: 0 for no effect and ±100 for the full control effect; nearly all actives have a fitted effect of over 60% in size
#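 BAZ2B (50 nM) with biotin-H3(5-23)K14Ac peptide (50 nM) in PBS pH 7.4, 0.01% Tween-20, preformed 30 min, then compound 30 min at room temperature; top concentration 110uM. AlphaScreen streptavidin donor/nickel chelate acceptor beads (10 ug/mL final), 20 min dark, signal read.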
# 12-LOX inh: blocks human arachidonate 12S-lipoxygenase; purified 12hLO, xylenol orange hydroperoxide absorbance; Potency, µM (titrated, usually from 108 µM), for inactives: at the highest dose activity change, negative = inhibition, hits mostly inhibitors; hit rate 1.1% among 580,000; AID 1671190; note: potency is the fitted concentration of half-maximal effect; % is set by controls: 0 for no effect and ±100 for the full control effect
#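 Hydroperoxide product was detected by ferrous iron/xylenol orange as the 573 to 405 nm absorbance ratio. Arachidonic acid at 40 uM (final) was turned over for 30 min at room temperature by 150 nM human 12hLO, pH 7.0 Hepes buffer, after 15 min compound preincubation.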
# G9a inh: G9a (human) methyltransferase inhibition; Potency, µM (top dose mostly 102 µM), for the others: at the top dose activity, negative = inhibition, actives largely listed as inhibitors; Q96KQ7; hit rate 8.8% among 350,000; G9a H3K9 monomethylation, AlphaScreen, 2 h; note: potency is the fitted concentration of half-maximal effect; % is set by controls: 0 for no effect and ±100 for the full control effect; nearly all actives have a fitted effect of over 75% in size
#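 AlphaScreen read-out: biotin-H3K9 peptide (500 nM) methylation by 20 nM enzyme with 20 uM SAM, 2 h at room temperature after 15 min compound preincubation; anti-monomethyl H3K9 antibody plus donor/acceptor beads, 10 min dark.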
# PI4K2A inh: blocks human PI4K2A kinase activity | Q9BTU6 | purified PI4K2A, ADP-Glo luminescence, 1 h; stronger effect = lower value | activity change, negative = inhibition, % at 76.9 µM | hit rate 0.13% among 420,000; in the data active = activity change below about -50%; inconclusive = mostly about -30% to -49%;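 note: -100% = wells without enzyme as full effect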
#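 ADP-Glo luminescence measured ADP generated by PI4K2A enzyme (4 ug/mL before mixing) with 1.2 mM PI substrate (pre-mix) and 300 microM ATP (pre-mix). Tris pH7.5 buffer with MgCl2, Triton X-100; 1 h reaction at ambient temperature.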
# ERG-DNA inh: ERG Ets/DNA interaction inhibition | Potency, µM (highest dose often 76.9 µM), without a hit: at the highest dose FP activity, negative = inhibition, most hits filed as inhibitors | AID 624246 | hit rate 0.028% among 370,000 | fluorescence polarization, His-ERG Ets domain / labelled DNA | P11308; active = well fitted inhibition curve with a large enough effect in the polarisation, with a control signal flat; inconclusive = small, poorly fitted or top-dose-only effect, or effect the other way, or a change in a side signal; inactive = no such curve, though single readings can be large or run the other way; the % refers to the polarisation;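 note: polarization taken with two DNA probes labelled with fluorescein and Texas red; potency is the fitted concentration of half-maximal effect; % of control where 0% means no effect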
#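 His-tagged ERG Ets domain (1 uM in the protein solution; 300mM KCl, 50mM Tris-HCl, 1mM EDTA, 1mM DTT, pH 7.5) received compound, then a probe mix of 5 nM fluorescein-DNA and 100nM Texas-615-DNA. Fluorescence polarization was read for both dyes.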
# HP1b binding inh: HP1-beta chromodomain-methylated histone interaction inhibition. Potency, µM (top dose mostly 114 µM), for the others: top-dose activity change, negative = inhibition, actives largely listed as inhibitors. AlphaScreen HP1-beta / biotin-H3K9me3 peptide binding. AID 540317. hit rate 0.56% among 390,000. P83916; note: potency is the fitted concentration of half-maximal effect; nearly all actives have a fitted effect of over 70% in size; inactives centre near 23
# Target sequence (P83916 whole entry, looked up): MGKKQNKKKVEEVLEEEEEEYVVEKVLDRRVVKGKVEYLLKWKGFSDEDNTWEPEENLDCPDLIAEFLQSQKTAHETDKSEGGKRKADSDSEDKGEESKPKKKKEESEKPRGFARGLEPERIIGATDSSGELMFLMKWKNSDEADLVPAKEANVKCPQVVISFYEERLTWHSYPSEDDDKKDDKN
#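 Compound inhibition of the preformed complex between 50 nM HP1-beta and 50 nM biotinylated H3K9me3 peptide was read by AlphaScreen. Buffer was PBS pH 7.4 with 0.01% Tween-20. Incubations ran 30 min at room temperature, with 10 ug/mL donor/acceptor beads.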
# RGS4 inhibitor: blocks human RGS4-accelerated GTP hydrolysis. P49798. Transcreener GDP fluorescence polarization, RGS4-accelerated GTP hydrolysis. Potency, µM (top dose mostly 114 µM), inactives show at the top dose activity change, negative = inhibition, most hits filed as inhibitors. hit rate 0.039% among 390,000; note: potency is the fitted concentration of half-maximal effect; % is set by controls: 0 for no effect and ±100 for the full control effect; nearly all actives have a fitted effect of over 75% in size; some results filed as inactive show a strong effect at the top dose
# Target sequence (P49798 whole entry, looked up): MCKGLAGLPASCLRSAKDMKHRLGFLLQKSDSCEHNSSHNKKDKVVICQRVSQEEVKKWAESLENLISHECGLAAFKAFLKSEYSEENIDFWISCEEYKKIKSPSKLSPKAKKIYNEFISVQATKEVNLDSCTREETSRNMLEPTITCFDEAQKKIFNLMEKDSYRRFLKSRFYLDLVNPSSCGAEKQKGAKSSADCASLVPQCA
#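 MLSMR compounds (23 nl, pin-transferred) preincubated 10 min at room temperature with a 500nM (2x) first reagent, then RGS4 at 900nM (2x) plus Transcreener GDP mix added; fluorescence polarization (620/688 nm) read before and after 90 min at 30 °C.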
# GLS inhibitor: inhibitors of human glutaminase (GLS) | O94925 | GLS enzymatic activity, qHTS titration | Potency, µM (top dose mostly 45.5 µM), without a hit: at the top dose activity change, negative = inhibition, hits mostly inhibitors | AID 624170 | hit rate 0.21% among 410,000; note: potency is the fitted concentration of half-maximal effect; % is set by controls: 0 for no effect and ±100 for the full control effect
# Target sequence (O94925 whole entry, looked up): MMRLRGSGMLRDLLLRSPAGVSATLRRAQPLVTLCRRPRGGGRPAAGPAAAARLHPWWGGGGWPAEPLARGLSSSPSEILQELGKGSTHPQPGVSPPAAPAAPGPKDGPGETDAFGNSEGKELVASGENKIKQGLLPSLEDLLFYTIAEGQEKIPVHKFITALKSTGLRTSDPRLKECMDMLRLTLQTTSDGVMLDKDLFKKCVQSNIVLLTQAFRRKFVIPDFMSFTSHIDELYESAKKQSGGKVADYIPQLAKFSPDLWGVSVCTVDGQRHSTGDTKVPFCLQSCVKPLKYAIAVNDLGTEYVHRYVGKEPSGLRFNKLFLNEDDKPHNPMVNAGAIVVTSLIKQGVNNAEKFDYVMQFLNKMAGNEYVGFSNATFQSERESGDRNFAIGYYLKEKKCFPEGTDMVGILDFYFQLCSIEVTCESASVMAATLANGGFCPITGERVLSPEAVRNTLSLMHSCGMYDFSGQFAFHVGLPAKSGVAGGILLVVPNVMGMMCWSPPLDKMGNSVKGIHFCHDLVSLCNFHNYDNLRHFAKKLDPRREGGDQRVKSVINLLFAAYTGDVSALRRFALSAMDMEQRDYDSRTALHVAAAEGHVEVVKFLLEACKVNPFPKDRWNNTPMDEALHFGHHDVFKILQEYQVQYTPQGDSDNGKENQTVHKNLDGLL
#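 Two-point fluorescence kinetic (t0, 30 min RT) for hKGA; glutamate detected via glutamate oxidase–HRP–Amplex Red. Substrate: 1 mM L-glutamine solution; buffer 45 mM KH2PO4, pH 8.2.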
# The depositor's hits bear a star; ? = inconclusive; . = not tested or not shown; & = joins results of further samples; [ ] = dose if it differs, or a comment. Unless noted, calls come from the whole dose curve; as a rule, active = well fitted curve in the direction sought with a large enough effect; inconclusive = small, poorly fitted or top-dose-only effect, or another doubt; inactive = no such curve, though single readings can be large; an effect the other way counts as inactive or inconclusive.
SMILES,JMJD2A Tudor,BAZ2B block,12-LOX inh,G9a inh,PI4K2A inh,ERG-DNA inh,HP1b binding inh,RGS4 inhibitor,GLS inhibitor
Cc1cccc(-n2c(-c3csc(C)c3C)n[nH]c2=S)c1,22µM*,-11%,?,1.1µM*,3,-3%,-2%,?,?
Cc1ccc(C(=O)CSc2nnc(COc3cccc(C)c3)o2)cc1,16%,17%,1%,44%,5,0%,94%[activator],7%,3%
CCc1ccc(Nc2n[n+](-c3ccccc3)c(-c3c(Cl)cccc3Cl)s2)cc1,16µM*,8.9µM*,?,14µM*,-3,1%,-5%,-48%,11%
CN(C)c1ccc(CN2CCCCC2)cc1,-25%,3%,-24%,?,2,9%,-6%,1%,29%
CC(=O)Nc1cccc(NC(=O)C2CCCN2C(=O)Nc2ccc(Cl)cc2)c1 (stereo unspecified),-15%[57.1 µM],12%,?,19%[2.33 µM],3,0%,-15%,-21%,9%
Cc1ccc(C(=O)C2CC2)c(C)c1,-8%,.,10%,.,2,15%,33%[activator][57 µM],4%,2%
Cc1ccc(C(=O)c2cn(Cc3c(F)cccc3Cl)c3nc(C)ccc3c2=O)cc1,-8%,-6%,-1%,-9%[59 µM],-5,-12%,8%,9%,3%
O=C(CNC(=O)C1CCCCC1)Nc1ccc(F)c(Cl)c1,1%,5%,7%,9%,4,-4%,24%,-11%,-2%
COCC(=O)N(C)c1nnc(-c2ccc([N+](=O)[O-])cc2)s1,-21%,2%[57.1 µM],2%,30%[activator],-4,.,50%[activator],-7%,-3%
CC(=O)c1cccc(-c2csc3ncnc(Sc4nnnn4C)c23)c1,-3%,.,15%,.,1,.,.,.,3%

# Reformatted tab-delimited: entries from further up
Structure	JMJD2A Tudor	BAZ2B block	12-LOX inh	G9a inh	PI4K2A inh	ERG-DNA inh	HP1b binding inh	RGS4 inhibitor	GLS inhibitor
Cc1ccc(C(=O)c2cn(Cc3c(F)cccc3Cl)c3nc(C)ccc3c2=O)cc1	-8%	-6%	-1%	-9%[59 µM]	-5	-12%	8%	9%	3%
Cc1ccc(C(=O)C2CC2)c(C)c1	-8%	.	10%	.	2	15%	33%[activator][57 µM]	4%	2%
COCC(=O)N(C)c1nnc(-c2ccc([N+](=O)[O-])cc2)s1	-21%	2%[57.1 µM]	2%	30%[activator]	-4	.	50%[activator]	-7%	-3%

# Next part
SMILES,JMJD2A Tudor,BAZ2B block,12-LOX inh,G9a inh,PI4K2A inh,ERG-DNA inh,HP1b binding inh,RGS4 inhibitor,GLS inhibitor
COc1ccc(C(=O)N2CCN(c3nc4cc(C)ccc4cc3C#N)CC2)c(OC)c1,11%,-7%,0%,-8%[12.7 µM],5,15%,44%[activator],-17%,-7%
O=C(CN(C(=O)Cn1nnc(-c2cccs2)n1)c1ccc2c(c1)OCCO2)NCC1CCCO1 (stereo unspecified),-23%,9%,0%,0%,3,6%,61%[activator],-22%,-2%
CCc1[nH]nc(C(=O)N2CCCC(N3CCN(c4ccccc4C)CC3)C2)c1C (stereo unspecified),-10%,-20%,1%,14%,-2,-16%,23%,-21%,-2%
Cc1sc2nc(C3CC3)nc(NCCNS(=O)(=O)c3ccccc3)c2c1C,-19%,-2%,-4%,-2%[59 µM],-1,.,8%,-14%,-17%
COC(=O)[C@@H]1C[C@@]2(O)[C@H](O)[C@H](O)[C@H](O)C[C@H]2N1Cc1cc(OC)cc(OC)c1,-15%,1%,3%,?,3,-5%,17%,-24%,0%
CC(C)(C)OC(=O)NCCCCCNC(=O)c1nc[nH]c1C(=O)N1CCc2ccccc2C1,?,.,6%,.,1,-8%,61%[activator],-3%,4%
O=S(=O)(c1ccc(Cl)cc1)N1CCCCCC1,13%,9%,0%,44%,-4,9%,38%[activator],17%,0%
Cc1c(Cl)cccc1NC(=O)C1CCN(c2cnccn2)CC1,-4%,21%,1%,10%,1,8%,12%,12%,-2%
Cc1ccc(CNC(=O)c2ccc(N3CCc4ccccc43)c([N+](=O)[O-])c2)cc1,8.9µM*,10µM*,15%,8.9µM*,-2,-3%,32µM*,5%,0%
CC(=NNC(=O)c1ccncc1)c1ccc2ccccc2c1O,-3%,.,-2%,.,4,13%,35%,-10%,-9%
CC(=O)OC1CCC2C3CCc4cc(O)ccc4C3CCC12C (stereo unspecified),-12%,.,-26%,-4%[2.33 µM],-1,0%,10%,11%,-1%&1%
COc1ccc(CC(=O)NC2CCSc3ccccc32)cc1OC (stereo unspecified),-25%,-12%,4%,-5%,-1,13%,26%,-1%,-4%
Cc1nc([N+](=O)[O-])cn1CC(O)c1ccc(F)cc1 (stereo unspecified),-6%,3%,0%,7%,3,3%,-5%,16%,0%
CCCCNc1ccc(-c2nc(-c3ccncc3)no2)cc1[N+](=O)[O-],-18%,-14%,-12%,-27%[59 µM],7,-1%,14%,11%,-14%
COc1ccc2nc(Nc3ccccc3OC)sc2c1,-10%,-19%,8%,-9%,4,6%,34%,5%,-18%
CN(CC(=O)NCc1ccncc1)S(=O)(=O)c1ccc(F)cc1,-1%,7%,8%,-10%,-3,.,45%[activator],3%,3%
COc1ccc(N2CCN(c3nc4ccc(C(=O)c5ccccc5)cc4n4cnnc34)CC2)cc1,-11%,-39%,-15%,-31%[59 µM],2,-1%,?,-13%,0%
COc1ccc(C(=O)N2CCN(c3ccc(C)c(C)c3)CC2)cc1OC,-20%,3%,27%[57.4 µM],-28%,1,4%,26%,-16%,16%
COc1ccccc1CCNC(=O)C(=O)NCC1OCCN1S(=O)(=O)c1ccc(F)cc1 (stereo unspecified),4%,-21%,1%,17%,-2,14%,19%,-3%,7%
Cc1ccccc1CSc1nc2c(sc3ccccc32)c(=O)n1CCCC(=O)NCCCOC(C)C,-2%,-12%,-8%,2%[59 µM],0,-17%,45%[activator],-2%,-5%
CN(C)C(=O)COc1ccc(Br)cc1,-21%,7%,17%,-8%[59 µM],-1,.,7%,-20%,7%
Cc1ccc(NC(=O)C(c2ccccc2)c2ccccc2)nc1,-7%,-26%,-3%,-12%,-2,-6%,23%,8%,-1%
COc1ccc(/C=C2\SC(=S)N(CCC(=O)NC3=NCCS3)C2=O)cc1OC,-4%,-34%,-21%,?,-7,?,-3%,-17%,14%
Cc1cccc(OCCSc2nc(-c3cccs3)nc3cc(=O)[nH]n23)c1,-20%,-30%,-3%,20%[59 µM],-1,-3%,6%,-11%,?
COc1ccc(CCNC(=O)CC(C)S(=O)(=O)c2ccc3c(c2)NC(=O)CO3)cc1OC (stereo unspecified),-6%,-21%,-10%,13%,-2,-7%,35%,0%,-2%
CCOC(=O)N/N=C/c1ccc(N2CCOCC2)s1,-25%,-4%,?,40µM*,0,-2%,0%,0%,25%
COc1ccc(CN2C(=O)C(O)(CC(=O)c3c(C)n[nH]c3C)c3ccccc32)cc1OC (stereo unspecified),-4%,-1%,-7%,-10%[12.7 µM],6,0%,33%,-25%,6%
Cn1c(=S)[nH]c2ccccc21,50µM*,-35%,-24%,8.9µM*,-2,-15%,-11%,-26%,17%
CCOc1ccc(NC(=O)Cn2c(=O)n(CC(=O)NCCc3ccccc3)c(=O)c3sccc32)cc1,-17%,1%,-20%,-6%[59 µM],-1,0%,22%,6%,-2%
Cc1ccc(S(=O)(=O)N2CCN(C(=O)c3c(C)nn(-c4ccccc4)c3Cl)CC2)cc1,-20%,10%,?,-40%[59 µM],2,.,1%,6%,1%
COc1ccc(NC(=S)NCC(c2cccnc2)N2CCOCC2)cc1 (stereo unspecified),-13%,1%,-1%,-6%,0,-9%,24%,-15%,13%
CCCC12CN3CC(CCC)(CN(C1)C3c1c[nH]c3ccccc13)C2=O (stereo unspecified),-13%,9%,?,-3%[59 µM],0,12%,-1%,0%,-12%
S=C(Nc1ccc(Oc2ccccc2)cc1)NC1CCCCC1,-16%,-7%,?,-4%[59 µM],-3,0%,16%,-9%,15%
CCn1c(=O)cc(SCC(=O)N2CCC(C)CC2)c2ccccc21,2%,3%,-11%,12%,-2,2%,21%,-8%,-6%
CCC(C)(C)NC(=O)CN(CC1CCCO1)C(=O)CNS(=O)(=O)c1ccccc1 (stereo unspecified),7%,11%,?,9%,4,11%,37%,0%,-3%
COc1ccc(O)c(/C=N/NC(=O)c2ccc(N3CCCC3=O)cc2)c1,-31%,-16%,-6%,21%,-5,3%,20%,-19%,?
COc1ccc(N2CCN(Cc3nc4scc(-c5cccs5)c4c(=O)[nH]3)CC2)cc1,-9%,-20%,4%,-9%,-4,17%,21%,-23%,5%
CC1CC1C(=O)NCCc1ccc(Cl)cc1 (stereo unspecified),-42%,0%,7%,23%[59 µM],4,2%,32%[activator],-3%,1%
Cc1ccc(C(=O)COC(=O)CCNS(=O)(=O)c2ccccc2F)cc1,-3%,.,-15%,.,-3,-3%,50%,2%,-2%
CCOC(=O)C(CC)Sc1nnc2n1C(C)(C)Cc1ccccc1-2 (stereo unspecified),-12%,6%,-22%,14%[0.0925 µM],-2,2%,2%,-11%,-11%
CCN(CC)S(=O)(=O)c1cccc(C(=O)NCCc2ccccc2)c1,-7%,.,-25%,.,1,-6%,29%,-9%,0%

# From PubChem

# Not all compounds are listed. The share of hits here may be higher or lower than overall.
